XiGFP reactiv – reactivates the inactive X chromosome in mouse fibroblasts; XiGFP mouse fibroblasts, % GFP-positive cells imaging, 3 d; cells co-treated with 5-aza-dC sensitizer; scaled so ellipticine positive control = 100%; activation, % at 7.58 µM; 360,000 compounds, 0.055% hits; AID 743238;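 active = mean normalized replicate activation at least 10% and every replicate at or above 10%; inconclusive = only one of the two criteria met; inactive = mean below 10% and not all replicates reach 10%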;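 also: 0% = median of on-plate neutral control wells and 100% = ellipticine 6 µM median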
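Material: SV40-immortalized XiGFP fibroblast cells, line 68-5-11 | Buffer or medium: DMEM containing 5-aza-dC | Dosing: One concentration, pinned | Times: 3 d treatment, 15 min room-temperature fixation | Controls: Ellipticine 6 µM positive control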
RAD54 inh – RAD54 (human) branch migration inhibition. RAD54 Holliday junction branch migration, FAM/BHQ fluorescence. 360,000 compounds, 0.14% hits. inhibition, % at 10.4 µM. Q92698. AID 602329;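 active = mean normalized replicate activity at least 40 and at least half of replicates scoring 40 or more; inconclusive = only one of the two criteria met; inactive = mean below 40 and under half of replicates reaching 40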;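 also: 0% = median of neutral control wells and 100% = median of positive control wells; inhibitors cause a drop in the FAM fluorescence signal; in these data hits start at about 50%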
Target sequence (Q92698 whole entry, looked up): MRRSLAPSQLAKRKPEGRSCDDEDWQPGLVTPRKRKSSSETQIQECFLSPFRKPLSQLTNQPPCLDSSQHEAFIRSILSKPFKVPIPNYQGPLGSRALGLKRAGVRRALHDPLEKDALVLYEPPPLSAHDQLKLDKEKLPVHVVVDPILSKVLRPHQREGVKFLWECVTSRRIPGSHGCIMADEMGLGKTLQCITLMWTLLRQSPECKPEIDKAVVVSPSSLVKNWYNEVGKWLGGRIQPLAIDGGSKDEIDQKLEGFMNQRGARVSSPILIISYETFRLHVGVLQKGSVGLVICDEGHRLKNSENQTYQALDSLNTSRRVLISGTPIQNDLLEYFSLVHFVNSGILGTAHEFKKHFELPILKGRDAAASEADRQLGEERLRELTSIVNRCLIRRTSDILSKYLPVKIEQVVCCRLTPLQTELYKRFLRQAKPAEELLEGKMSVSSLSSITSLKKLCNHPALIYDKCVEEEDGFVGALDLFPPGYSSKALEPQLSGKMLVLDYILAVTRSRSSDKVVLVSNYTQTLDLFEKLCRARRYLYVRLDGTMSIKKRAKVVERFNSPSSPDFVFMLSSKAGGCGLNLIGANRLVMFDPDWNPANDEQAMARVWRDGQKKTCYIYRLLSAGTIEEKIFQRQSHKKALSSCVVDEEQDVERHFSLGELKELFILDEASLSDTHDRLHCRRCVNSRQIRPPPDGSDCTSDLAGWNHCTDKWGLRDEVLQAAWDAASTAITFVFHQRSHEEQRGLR
Numbers without * were called inactive; ? = inconclusive. A portion of the library; rates above refer to the full screens.

SMILES | XiGFP reactiv | RAD54 inh
COC(=O)c1c(NC(=O)CN2CCN(S(=O)(=O)c3ccccc3[N+](=O)[O-])CC2)sc2c1CCC(C)C2 (centres undefined) | -0.1 | -2.1
COc1ccc2ccccc2c1/C=N/NC(=S)Nc1cc(S(=O)(=O)N2CCOCC2)ccc1N1CCOCC1 | 0.0 | 1.5
C/C(=N\NC(=O)CN1CCN(S(=O)(=O)c2ccc(C)cc2)CC1)c1cccnc1 | -0.2 | 0.6
CCC(CC)c1nc(C#N)c(NCc2ccccc2)o1 | 0.0 | -7.6
COc1ccc(/C=N/NC(=O)COc2cccc3ccccc23)c(C(=O)O)c1OC | 0.0 | -1.9
COc1cc(-c2cc(N3C(=O)Nc4ccccc4N3O)n[nH]2)cc(OC)c1OC | 0.0 | -4.8
O=C(NC(=S)Nc1ccccn1)c1cc(-c2ccccc2)nc2ccccc12 | 0.0 | 2.3
O=C(/C=C/c1ccco1)NC(=S)Nc1ccc(O)c(-c2nc3ccccc3s2)c1 | 0.0 | -1.2
Cn1c(=O)c(=O)n(C)c2cc(S(=O)(=O)N3CCN(c4ccccc4F)CC3)ccc21 | 0.1 | 6.2
O=C(NC(=S)Nc1ccccc1N1CCOCC1)c1ccc(-c2cccc(Cl)c2)o1 | 0.1 | -0.7
CC(C)CNS(=O)(=O)c1ccc(NC(=O)Cn2nc(-c3ccc(F)cc3)ccc2=O)cc1 | 0.2 | -0.7
CCOC(=O)c1cc2c(ccn2C)n1CC(=O)N(Cc1ccccc1)c1ccc(F)cc1 | 0.2 | -1.5
CCN(C(=O)COc1ccccc1[N+](=O)[O-])C1CCS(=O)(=O)C1 (centres undefined) | 0.0 | -3.1
COc1cc(/C=N/NC(=S)Nc2cccc(Cl)c2C)ccc1OCC(=O)N1CC(C)OC(C)C1 (centres undefined) | 0.5 | 0.7
Cc1cc(N/N=C/c2ccc(O)c(C)c2O)nc(-c2ccccc2O)n1 | 0.0 | -14.3
COc1ccccc1N(CC(O)COc1ccccc1)S(=O)(=O)c1ccccc1 (centres undefined) | 0.1 | -6.2
Cc1cccc(C2NC(c3cccc(C)c3)C([N+](=O)[O-])C(C)(C)C2[N+](=O)[O-])c1 (centres undefined) | -0.1 | -2.0
Cc1cc(NC(=O)c2cccc([N+](=O)[O-])c2)n(-c2ccccc2)n1 | 0.1 | -3.7
O=C(CSc1nnc(SCc2ccccc2Cl)s1)N/N=C/c1c[nH]c2ccccc12 | 0.5 | -2.2
COCCCNC(=O)/C(C#N)=c1\s/c(=C\c2ccccc2OC(F)F)c(=O)n1CCCOC | 0.1 | -11.5
Cc1cc(=O)oc2cc(OCC(=O)N/N=C/c3ccccc3[N+](=O)[O-])ccc12 | 0.1 | 5.7
Cc1cc(Cl)ccc1OC(C)C(=O)Nc1ccc([N+](=O)[O-])cn1 (centres undefined) | 0.0 | -4.8
NS(=O)(=O)c1ccc(CCNC(=O)CN2CCN(c3ccc(F)cc3)CC2)cc1 | 0.0 | -11.4
COc1ccccc1OCC(=O)OCn1c(SC)nnc(C)c1=O | 0.1 | -5.8
S=C(N/N=C1\C2CN3CCN(C2)CC1(c1ccccc1)C3)Nc1ccccc1 | -0.1 | 2.1
Cc1c(O)c2c3c(cccc3c1O)C(=O)N(c1ccccc1)C2=O | 0.3 | -81.4
COc1ccccc1/C=C/C(=O)Nc1ccc2c(c1)OCCO2 | 0.1 | -0.6
COc1cccc(NC(=O)CN2C(=O)C(c3ccc(C)cc3)=NC23CCCCCC3)c1 | 0.0 | 2.2
CCCCN(C(=O)c1ccc(S(=O)(=O)N(C)C)cc1)c1nc2ccccc2s1 | 0.1 | 2.3
COc1cc(OC)c(OC)cc1/C=C/C(=O)c1ccc(NS(=O)(=O)c2ccc(C)cc2)cc1 | -0.4 | 8.4
O=C(CSc1ccc(-c2ccc(F)cc2)nn1)N1CCN(c2ccccc2)CC1 | 0.0 | 1.4
COc1cc(/C=N/NC(=O)C(C)Nc2n[nH]c(=O)[nH]c2=O)ccc1O (centres undefined) | 0.0 | -11.8
Cc1ccc(S(=O)(=O)N2CCN(c3cnn(-c4ccccc4)c(=O)c3Cl)CC2)cc1 | -0.2 | 3.4
COc1ccc(Cl)cc1N(CC(=O)NC(C(C)C)C(C)C)S(C)(=O)=O | 0.0 | -7.9
Cc1ccc(NC(=O)C(=O)NCc2ccc(/C=C(/C#N)C(=O)NCc3cccnc3)o2)cc1C | 0.1 | -8.2
CCC(=O)Nc1ccc(NC(=S)NC(=O)c2oc3ccccc3c2C)cc1 | 0.1 | -1.8
CCNC(=S)N/N=C/c1ccc(OCC(=O)Nc2ccc(OC)cc2)c(OC)c1 | 0.2 | -15.7
CCNc1nc(NC(C)C)nc(N2CC(=O)N(CC(=O)OCC)C2=N)n1 | 0.1 | -1.9
Cc1cc(N2CCOCC2)nc(-c2ccc(Br)cc2)n1 | 0.1 | 0.4
CC(C)Cc1nnc(NC(=O)CCC(=O)N2CCN(S(=O)(=O)c3ccccc3)CC2)s1 | 0.0 | -12.3
COc1ccc([N+](=O)[O-])cc1NC(=O)CSCc1ccccc1 | 0.0 | 3.4
Cc1ccc(C(=O)COC(=O)CCc2ccc(S(=O)(=O)N3CCCCC3)cc2)cc1 | -0.1 | -4.2
COCCNC(=O)/C(C#N)=C/c1cccc(NC(=O)c2ccccc2Cl)c1 | 0.0 | 0.5
COC(=O)c1ccc(CSc2nnc(-c3ccc4c(c3)OCO4)n2-c2ccccc2)o1 | 0.3 | -2.7
COc1cc(SC)ccc1C(=O)Nc1ccc(C)cc1C | 0.2 | -3.6
COc1ccc(NC(=O)COC(=O)C2CCCCC2)c([N+](=O)[O-])c1 | 0.0 | 1.1
CC(C)(C)C1CCC(=NNC(=O)C(=O)NC2CCCCC2)CC1 (centres undefined) | 0.4 | 1.9
CCN(CC)C(=O)C(C)N(C#N)c1nc(C)cc(C)n1 (centres undefined) | 0.2 | 0.5
O=C(N/C(=C/c1ccc(Cl)cc1)c1nc2ccccc2[nH]1)c1ccco1 | 0.2 | 15.5
CN1CCN(/N=C/c2nc(-c3ccccc3)n3ccccc23)CC1 | 0.0 | 11.9
COc1ccc(N=C(N)N=C(N)N)c(OC)c1 | 0.3 | 13.7
Cc1ccc(-c2cc(C(=O)N/N=C/c3ccco3)n[nH]2)s1 | 0.1 | 4.2
COc1cc(/C=C(\C#N)c2ccccn2)ccc1OCC(=O)Nc1c(Cl)cccc1Cl | 0.1 | -9.4
CC(C)CNC(=O)COC(=O)c1ccc([N+](=O)[O-])cc1Cl | -0.1 | -6.1
Cc1cc(C)cc(C(=O)NC(=S)Nc2ccc(-c3cc4ccccc4oc3=O)cc2)c1 | 0.4 | -0.7
COc1cc(/C=C/C(=O)O)ccc1OCc1ccccc1C#N | -0.1 | 6.5
O=C(N/N=C/c1ccco1)C1COc2ccccc2O1 (centres undefined) | 0.0 | 6.1
CCOC(=O)NN1C(=O)c2ccccc2NC1c1ccc(N(C)C)cc1 (centres undefined) | 0.1 | 9.1
Cc1c(Cl)cccc1NC(=O)CCC(=O)NNC(=O)c1ccccc1 | 0.4 | -7.0
Cc1cc(C(F)F)nn1CC(=O)Nc1cc([N+](=O)[O-])ccc1F | 0.0 | 2.7
Later entries
SMILES | XiGFP reactiv | RAD54 inh
O=C(NC(=S)Nn1cnc2c(cnn2-c2ccccc2)c1=O)c1ccc(Oc2ccccc2)cc1 | 0.0 | -7.4
COC(=O)c1sc(N)c(C(=O)OC)c1COC(=O)CNS(=O)(=O)c1ccc(C)cc1 | 0.0 | 0.8
CCC(CC)c1nnc(NC(=O)/C=C/c2ccco2)s1 | 0.2 | -1.8
C=CCn1c(=NC(=O)c2cc(Cl)sc2Cl)sc2cc(S(N)(=O)=O)ccc21 | 0.0 | 5.8
CN(C)CCCN(Cc1ccccc1)C(=S)Nc1ccc(OC(F)F)cc1 | -0.2 | 2.9
Cc1cccc(NC(=O)CN2C(=S)NC(C)(C)CC2C)c1C (centres undefined) | 0.1 | -0.9
COCC(=O)NNS(=O)(=O)c1ccccc1[N+](=O)[O-] | 0.0 | -1.0
Cc1ccc(NC(=O)NNC(=O)c2cccs2)cc1 | 0.3 | 0.3
Cc1c(NC(=O)c2cc3c(s2)-c2ccccc2OC3)cccc1[N+](=O)[O-] | 0.1 | 3.3
COc1ccc(N2CCN(C(=O)CC34CC5CC(CC(C5)C3)C4)CC2)c([N+](=O)[O-])c1 | 0.1 | -7.9
O=C(CN1CCN(Cc2ccc3c(c2)OCO3)CC1)Nc1ccc(F)cc1 | 0.1 | -4.7
COc1cc(C2N(C)CCC3(OCCO3)C2(C)C)cc(OC)c1OC (centres undefined) | 0.0 | -3.5

By substructure, the compounds so far containing a COOH group.
SMILES | XiGFP reactiv | RAD54 inh
COc1ccc(/C=N/NC(=O)COc2cccc3ccccc23)c(C(=O)O)c1OC | 0.0 | -1.9
COc1cc(/C=C/C(=O)O)ccc1OCc1ccccc1C#N | -0.1 | 6.5

Next section.
SMILES | XiGFP reactiv | RAD54 inh
CS(=O)(=O)N1N=C(c2ccccc2)CC1c1ccc2nccnc2c1 (centres undefined) | 0.0 | -14.4
CSCC[C@H](NC(=O)COc1ccc(Cl)cc1Cl)c1nc2ccccc2[nH]1 | 0.0 | 9.6
O=C1CCCC(=O)N1c1ccc(N2CCN(c3ccccc3)CC2)c([N+](=O)[O-])c1 | -0.1 | -6.0
COc1ccc(CCNC(=O)c2cc(C(=O)c3cc(Cl)ccc3O)cn(CCc3ccc(OC)cc3)c2=O)cc1 | 0.1 | 5.7
CSCCC(NC(=O)c1cc([N+](=O)[O-])cc([N+](=O)[O-])c1)c1nc2ccccc2[nH]1 (centres undefined) | 0.1 | -4.0
CC1c2c([nH]c3ccccc23)CCC1C(=O)O (centres undefined) | 0.0 | 1.9
O=C(N/C(=C/c1cccc(Br)c1)c1nc(=S)[nH][nH]1)c1ccccc1 | 0.0 | -1.1
O=C(Cc1ccc(Br)cc1)OCC(=O)N1CCc2ccccc2C1 | 0.0 | 2.6
COC(=O)N/N=C/c1cn(CCCOc2ccc(C)cc2)c2ccccc12 | 0.1 | 1.3
O=C1NN(c2ccc(F)cc2)C(=O)/C1=C\C=C\c1ccco1 | 0.2 | -3.8
Cn1c(N)c(C(=O)CSc2ccccn2)c(=O)n(C)c1=O | -0.1 | -7.1
O=C(NC1(C(F)(F)F)N=C(c2ccccc2)NC1=O)c1ccccc1F (centres undefined) | -0.1 | 3.6

One compound at a time, from the list above. Values in the order: XiGFP reactiv, RAD54 inh
Profile of COc1ccccc1OCC(=O)OCn1c(SC)nnc(C)c1=O = 0.1, -5.8
Profile of Cc1ccc(C(=O)COC(=O)CCc2ccc(S(=O)(=O)N3CCCCC3)cc2)cc1 = -0.1, -4.2
Profile of Cc1c(Cl)cccc1NC(=O)CCC(=O)NNC(=O)c1ccccc1 = 0.4, -7.0
Profile of CCN(C(=O)COc1ccccc1[N+](=O)[O-])C1CCS(=O)(=O)C1 (centres undefined) = 0.0, -3.1

Following part:
SMILES | XiGFP reactiv | RAD54 inh
CCOC(=O)C1=C(C(F)(F)F)Nc2ncnn2C1c1ccc(OC)c(OC)c1OC (centres undefined) | 0.2 | -5.5
CCN(CC)S(=O)(=O)c1ccc(N2CCOCC2)c(NC(=O)C2CCCC2)c1 | 0.4 | -4.5
CC(=O)c1ccc(NC(=O)CSc2ccc(-c3ccc4c(c3)OCO4)nn2)cc1 | 0.1 | -2.7
Cc1cccc(C(=O)NCCN2CCOCC2)c1[N+](=O)[O-] | 0.3 | 6.8
CC(=O)N1c2ccccc2Oc2cc3ccccc3cc21 | 0.0 | 6.9
CCN(C(=O)COC(=O)c1c2c(nc3ccccc13)/C(=C/c1ccccc1)CC(C)C2)C1CCS(=O)(=O)C1 (centres undefined) | -0.1 | -14.4
CC(C)NC(=O)NC(=O)COC(=O)c1ccc(OC(F)(F)F)cc1 | 0.2 | 4.8
Nc1c(-c2ccccc2)c(CN2CCOCC2)nn1-c1ccc(C(=O)O)cc1 | ? | 0.8
COc1ccc(CCNC(=O)CSc2nnc(-c3ccccc3)c3ccccc23)cc1OC | 0.0 | -3.0
O=C(NCCCn1ccnc1)/C(=C\c1cccs1)NC(=O)c1ccccc1 | 0.0 | -4.1
O=C(NCc1ccccc1)/C(=C/c1ccc(OC(F)F)cc1)c1ccccc1 | 0.2 | -5.3
COc1ccc(C2N(c3ccccc3)C(=S)N3CCCN23)cc1 (centres undefined) | 0.0 | -9.5

Among those listed so far, these contain an aryl thioether with sulfur outside any ring:
SMILES | XiGFP reactiv | RAD54 inh
O=C(CSc1nnc(SCc2ccccc2Cl)s1)N/N=C/c1c[nH]c2ccccc12 | 0.5 | -2.2
COc1ccccc1OCC(=O)OCn1c(SC)nnc(C)c1=O | 0.1 | -5.8
O=C(CSc1ccc(-c2ccc(F)cc2)nn1)N1CCN(c2ccccc2)CC1 | 0.0 | 1.4
COC(=O)c1ccc(CSc2nnc(-c3ccc4c(c3)OCO4)n2-c2ccccc2)o1 | 0.3 | -2.7
COc1cc(SC)ccc1C(=O)Nc1ccc(C)cc1C | 0.2 | -3.6
Cn1c(N)c(C(=O)CSc2ccccn2)c(=O)n(C)c1=O | -0.1 | -7.1
CC(=O)c1ccc(NC(=O)CSc2ccc(-c3ccc4c(c3)OCO4)nn2)cc1 | 0.1 | -2.7
COc1ccc(CCNC(=O)CSc2nnc(-c3ccccc3)c3ccccc23)cc1OC | 0.0 | -3.0

Source: PubChem (Broad Institute)
